Source: PubChem (several laboratories)
FXN GAA850 act = frataxin GAA850 promoter activation; HEK293 lucGAA850 FXN promoter luciferase reporter, 24 h; percent of 10 µM SAHA response; 360,000 compounds, 0.56% hits; activation, % at 6 µM;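 active = activation above the average of all compounds screened plus 3 SD, cutoff fixed separately per campaign, cut at about 7.5% in these data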;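 also: 0% = DMSO wells and 100% = 10 µM SAHA wells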
DAX1 inh-1 = DAX1 (NR0B1) inhibition, primary screen; HEK293T StAR-luciferase reporter, SF-1/DAX-1 repression relief; inhibition, % at 6.8 µM; 370,000 compounds, 1.1% hits; AID 652010;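 active = inhibition above the mean over all tested compounds plus 3 SD, cut at about 3.6% in these data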;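 also: 0% = DAX-1 cells with DMSO and 100% = cells lacking DAX-1 with DMSO; higher inhibition means more luminescence from relief of DAX-1 repression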
DAX1 inh-2 = inhibits human nuclear receptor DAX1. HEK293 Gal4-DAX1 luciferase reporter, luminescence. 340,000 compounds, 0.99% hits. inhibition, % at 6.75 µM. AID 504766;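 active = inhibition above the mean over all tested compounds plus 3 SD, cut at about 4.2% in these data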;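 also: 0% = DAX1-transfected cells with DMSO and 100% = empty-vector control cells with DMSO; inhibition shows as a rise in luminescence from relieved DAX1 repression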
Target sequence (P51843 207-470 limits assumed): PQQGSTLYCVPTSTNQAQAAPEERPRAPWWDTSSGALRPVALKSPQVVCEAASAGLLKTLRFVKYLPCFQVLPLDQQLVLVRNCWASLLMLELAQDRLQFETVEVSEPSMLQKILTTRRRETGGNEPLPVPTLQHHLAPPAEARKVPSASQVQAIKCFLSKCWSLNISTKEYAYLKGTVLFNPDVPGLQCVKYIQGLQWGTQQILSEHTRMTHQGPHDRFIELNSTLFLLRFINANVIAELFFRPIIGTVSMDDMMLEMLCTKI
NR1D1 modulator = modulators of human Rev-erb alpha DNA binding. P20393. Rev-erbα–FITC-DNA binding, fluorescence polarization, 90 min. activity, % at 10 µM. 370,000 compounds, 0.79% hits. AID 1259318;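 active = activity above about 14%, limit read from the data; passing the limit was not always enough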;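 also: 0% = DMSO wells with 35 nM protein and 100% = DMSO wells with 750 nM protein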
Target sequence (P20393 whole entry, looked up): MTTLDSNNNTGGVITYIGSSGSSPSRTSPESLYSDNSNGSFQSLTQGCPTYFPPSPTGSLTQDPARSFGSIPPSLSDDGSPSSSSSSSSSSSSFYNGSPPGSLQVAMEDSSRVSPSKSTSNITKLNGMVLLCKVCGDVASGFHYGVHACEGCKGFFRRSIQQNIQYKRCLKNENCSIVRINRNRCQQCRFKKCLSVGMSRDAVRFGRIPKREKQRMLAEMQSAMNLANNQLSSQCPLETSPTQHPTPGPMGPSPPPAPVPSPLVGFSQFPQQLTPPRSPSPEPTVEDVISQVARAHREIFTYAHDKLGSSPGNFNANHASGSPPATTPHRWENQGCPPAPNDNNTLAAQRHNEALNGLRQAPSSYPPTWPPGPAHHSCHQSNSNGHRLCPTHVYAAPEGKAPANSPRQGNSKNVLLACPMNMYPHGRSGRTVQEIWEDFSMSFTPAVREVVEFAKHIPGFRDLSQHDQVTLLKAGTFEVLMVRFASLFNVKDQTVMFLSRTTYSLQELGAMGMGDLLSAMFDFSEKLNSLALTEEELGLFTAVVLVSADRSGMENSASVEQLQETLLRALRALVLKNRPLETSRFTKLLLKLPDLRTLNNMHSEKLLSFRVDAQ
SMARCA2 activ = SMARCA2 function activation, primary screen; 370,000 compounds, 1% hits; activation, % at 9.1 µM; AID 652017; MG213 cells, MMTV-luciferase reporter, dexamethasone, overnight; in the data active = activation above about 7.8%;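 also: 0% = vehicle wells and 100% = reference activator wells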
PG9 Ab binder = binds the HIV-1 gp120 antibody PG9 | 360,000 compounds, 0.43% hits | TR-FRET gp120-PG9 antibody binding | inhibition, % at 6.7 µM; in the data active = inhibition above about 8.5%
ssDAF-12 act = activates DAF-12 receptor from parasite S. stercoralis; activation, % at 6.8 µM; 370,000 compounds, 1% hits; HEK293 ssDAF-12/GRIP1 lit1-tk-luc reporter, luminescence; % of 3 µM dafachronic acid response; AID 652126;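 active = activation above the mean over all tested compounds plus 3 SD, cut at about 0.9% in these data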;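 also: 0% = DMSO-only wells and 100% = 3 µM delta7-dafachronic acid wells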
hcDAF12 agonist = activates DAF-12 receptor from parasite H. contortus; 370,000 compounds, 1.4% hits; HEK293 hcDAF-12 lit1-tk-luc reporter, luminescence; 0% DMSO, 100% Δ7-dafachronic acid; activation, % at 6.8 µM;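 active = activation above the mean of all tested compounds plus 3 SD, cut at about 5.5% in these data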;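 also: 100% = response to 3 µM Δ7-dafachronic acid high control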
HGIII-sPLA2 inh = Inhibits HGIII-sPLA2 liposome hydrolysis, primary screen. Q9NZ20. QFRET BODIPY PC-A2 liposome hydrolysis, fluorescence. inhibition, % at 12.2 µM. 370,000 compounds, 0.56% hits;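 active = inhibition above mean plus 3 SD of compounds lying within the high and low control bounds, cut at about 19% in these data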;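 also: 0% = median of test compound wells and 100% = no enzyme DMSO wells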
hgDAF12 agonist = hgDAF-12 agonism, primary luciferase screen. HEK293 GAL4-hgDAF12 UAS-luciferase reporter, agonist luminescence; normalized to butyrate control. 370,000 compounds, 1.8% hits. activation, % at 6.8 µM;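 active = activation above a cutoff set at the mean of all screened compounds plus 3 SD, cut at about 10% in these data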;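 also: 0% = DMSO wells and 100% = sodium butyrate wells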
PLCb3 inh = blocks human PLC-beta3 enzyme activity | Q01970 | 370,000 compounds, 0.18% hits | Purified PLC-beta3, fluorogenic substrate, fluorescence | AID 720704 | inhibition, % at 12.2 µM; in the data active = inhibition above about 11%;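 also: 0% = median of compound wells on plate and 100% = full blocker control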
Numbers without * were called inactive; i = inactive; / = not tested or not shown.

Value order: FXN GAA850 act | DAX1 inh-1 | DAX1 inh-2 | NR1D1 modulator | SMARCA2 activ | PG9 Ab binder | ssDAF-12 act | hcDAF12 agonist | HGIII-sPLA2 inh | hgDAF12 agonist | PLCb3 inh
1	O=C(O)C1CCCCC1C(=O)Nc1ccc(-c2ccccc2)cc1 (stereo not given)
  -1.0 | -0.5 | 0.5 | -1 | 12* | -1.8 | -1.3 | 0.7 | 10 | 3.0 | 1
2	Cc1cc2ncn(CCOc3ccccc3)c2cc1C
  1.1 | 0.4 | 1.7 | 8 | 5 | 1.3 | -1.1 | 0.9 | -21 | 8.1 | 4
3	CCOC(=O)/C(C#N)=C/c1ccc(N2CCN(C)CC2)cc1
  2.6 | 0.5 | 1.0 | 1 | 2 | -2.5 | -0.9 | -1.4 | 3 | 2.2 | -2
4	O=C(CN1CCN(S(=O)(=O)c2ccc(Cl)c(Cl)c2)CC1)N1CCCCC1
  0.8 | -0.7 | 0.5 | 0 | -2 | -1.1 | -0.8 | -0.6 | 6 | -3.0 | -8
5	COc1cc(/C=C/C(=O)OCC(=O)NCCN2C(=O)CSC2=O)ccc1OCC#N
  -0.6 | 0.5 | -0.1 | -4 | 3 | -1.1 | 0.3 | -0.8 | -19 | 3.0 | -53
6	CC(=O)Nc1cccc(/C(C)=N/Nc2ccc(S(=O)(=O)Nc3ccccc3C(=O)O)cc2[N+](=O)[O-])c1
  0.5 | 0.2 | -0.3 | 13 | 0 | -1.8 | -1.6 | 0.0 | -25 | 4.1 | -7
7	O=C(NNc1cccc(Cl)c1)c1cccnc1Oc1ccccc1
  1.6 | -0.4 | -1.2 | -2 | -1 | -2.0 | -0.1 | -0.5 | -2 | -0.7 | -5
8	CC(C)(C)C1CCc2c(sc(NC(=O)c3cccs3)c2C(N)=O)C1 (stereo not given)
  1.9 | -1.4 | -1.0 | 6 | 1 | -1.2 | -1.3 | 0.1 | 9 | -2.7 | -12
9	CCN(CC)c1ccc(C=C2C(=O)OC(c3ccccc3)OC2=O)cc1 (stereo not given)
  -0.5 | -0.8 | 1.9 | 7 | -1 | 0.4 | -0.9 | -2.4 | 1 | -0.9 | 2
10	Cc1ccc(C)c(NC(=O)CN(C)C(=O)c2cc3c(s2)CCCCC3)c1
  -0.3 | 1.0 | 1.3 | 2 | 0 | 11* | -0.7 | -0.5 | 5 | -2.2 | 2
11	O=C(CCN1CCOCC1)Nc1c(-c2ccccc2)c2cc(Br)ccc2[nH]c1=O
  0.5 | -1.1 | -1.4 | -7 | 0 | -0.9 | -0.6 | -0.5 | -2 | -1.4 | 3
12	CC(C)(C)N1C(=O)c2ccccc2NC(=O)N1Cc1ccccc1
  -0.4 | -0.2 | 0.5 | -2 | 4 | -1.2 | -1.3 | -2.0 | -3 | -1.1 | 2
13	Cc1ccc(N2C(=O)c3ccccc3C(C)(C)C2=O)cc1
  1.3 | 0.5 | -0.4 | -2 | -1 | -2.6 | -1.4 | -2.2 | -2 | 0.2 | -4
14	Cn1c(SC2=CS(=O)(=O)c3ccccc32)nc2ccccc21
  -10 | -1.6 | -1.7 | -1 | 1 | -1.1 | -0.8 | 1.5 | 4 | -1.7 | 1
15	O=S(=O)(c1cccc2ccccc12)N1CCC2CC1c1cc(Cl)ccc12 (stereo not given)
  0.1 | 1.1 | -0.1 | -6 | -8 | -2.6 | -1.0 | -1.4 | 7 | 2.4 | 3
16	O=C(c1ccc(COc2ccccc2Cl)o1)N1CCN(c2ccccc2)CC1
  0.6 | 0.1 | -0.2 | 4 | 7 | -1.1 | -1.8 | -1.3 | -11 | 6.4 | 1
17	C/C(=N/NC(=O)c1cc2ccccc2cc1O)C1C(=O)c2ccccc2C1=O
  2.8 | 1.0 | 0.1 | 2 | 0 | -1.1 | -0.7 | 2.8 | 29* | 1.5 | -4
18	COc1ccc(-c2noc(C3CCCN(C(=O)Nc4ccc5c(c4)OCO5)C3)n2)cc1 (stereo not given)
  / | 0.4 | / | 0 | -3 | / | -0.7 | -0.2 | -3 | 8.8 | 4
19	CS(=O)(=O)n1nc(OC(=O)c2cccc3ccccc23)cc1N
  -2.8 | -0.3 | -0.3 | 0 | -1 | -2.4 | -0.7 | 0.5 | -4 | 1.2 | 4
20	CCc1nnc(NC(=O)CSc2nc(-c3ccc(OC)cc3)ns2)s1
  1.9 | 0.3 | -0.5 | 6 | -1 | 7.2 | -0.5 | 1.1 | 3 | -0.8 | 4
21	O=C(COc1ccc(Cl)cc1)NCCNC(=O)c1ccccn1
  0.5 | 0.3 | 0.1 | -1 | -1 | -1.6 | -1.2 | -2.3 | -2 | 1.4 | -5
22	O=C(CCSc1ccccc1)Nc1nc2c(s1)CCCC2
  3.0 | 0.5 | 3.0 | -1 | 3 | 1.2 | -0.2 | -0.8 | -6 | 5.9 | -2
23	COc1ccc(CCNc2oc(-c3ccccc3OC)nc2C#N)cc1
  -0.3 | -0.6 | 1.3 | -5 | 0 | -1.4 | -1.3 | -1.1 | -20 | -2.5 | i
24	NC(=S)Nc1ncc(CCN2CCOCC2)c(-c2ccc(F)cc2)n1
  0.5 | 0.1 | 0.2 | 4 | -2 | 1.8 | -1.8 | -1.0 | 7 | -2.3 | -1
25	c1ccc2cc3[nH]c(CN4CCCCC4)nc3cc2c1
  1.2 | 0.8 | 1.0 | -5 | 4 | -0.7 | -1.0 | 1.6 | -1 | 5.0 | -51
26	O=C(CCCC(=O)OCC(=O)c1ccc(F)cc1)Nc1cc(C(F)(F)F)ccc1Cl
  -3.0 | -1.3 | 0.6 | 5 | -3 | -1.3 | -0.8 | -0.9 | -11 | -0.7 | 2
27	ClCc1nc2ccccc2n1Cc1ccccc1
  -11 | 0.5 | 0.3 | -3 | -2 | -0.1 | -1.1 | -0.6 | 7 | -3.1 | -7
28	O=C(Nc1nnc(C2CC2)o1)c1ccc(S(=O)(=O)N2CCc3ccccc3C2)cc1
  0.3 | 0.1 | 0.8 | 4 | -2 | 0.7 | -0.5 | 1.4 | -6 | 0.4 | 4
29	Cc1oc2c(c1C(=O)NCCCC(=O)O)CCCC2
  1.0 | -0.1 | -0.3 | -5 | -2 | -0.4 | -1.3 | 1.4 | 1 | 4.0 | 1
30	CC(C)(C)c1ccc(S(=O)(=O)N2CCC(NC(=O)c3ccco3)CC2)cc1
  2.0 | 0.3 | -0.6 | 11 | -1 | -2.3 | -0.3 | -1.6 | -2 | 1.6 | -2
31	Cc1ccc(-n2c(SCC(=O)Nc3ccc4c5c(cccc35)CC4)nc(O)c(C)c2=O)cc1
  0.5 | -0.4 | 0.9 | 4 | 0 | -0.9 | -1.5 | 0.0 | 5 | 1.8 | -14
32	COc1cc(C2Nc3ccccc3C(=O)N2c2ccccc2)c(Br)cc1OCC(=O)O (stereo not given)
  2.5 | 0.0 | 1.6 | -1 | 5 | -2.6 | -0.3 | 0.7 | -1 | 4.8 | -176
33	CCCCCCC(=O)N1CCN(c2cc3c(cc2F)c(=O)c(C(=O)O)cn3CC)CC1
  1.6 | 0.8 | 1.3 | 4 | -1 | -0.1 | -1.4 | -1.6 | -1 | -0.1 | -35
34	CCN(CC)S(=O)(=O)c1ccc(N2CCN(c3cccc(OC)c3)CC2)c([N+](=O)[O-])c1
  1.4 | 0.2 | -0.2 | -1 | 3 | 1.8 | -1.3 | -0.9 | 1 | 1.0 | 5
35	Cc1ccc(NC(=O)CN2C(=O)C3C4C=CC(C4)C3C2=O)cc1S(=O)(=O)N(C)C (stereo not given)
  -2.3 | -0.8 | 0.8 | -8 | -6 | -1.9 | -0.6 | -1.4 | -11 | -0.3 | 0
36	CN(C)C(CNC(=O)c1cccc(S(=O)(=O)Nc2ccc(Br)cc2)c1)c1ccco1 (stereo not given)
  1.6 | -0.9 | -1.0 | 0 | -2 | -0.1 | -1.1 | -1.1 | -7 | 0.7 | -21
37	CCOC(=O)N1CCN(c2c(N3CCN(c4cc(C)ccc4C)CC3)c(=O)c2=O)CC1
  0.8 | 1.2 | -0.2 | -2 | -3 | -0.7 | -1.5 | -0.6 | -4 | -0.6 | 2
38	COc1ccc(Cn2cc(CN3CC(N4CC=CC4)CS3(=O)=O)nn2)cc1 (stereo not given)
  / | 0.7 | / | 0 | -5 | -1.1 | -0.2 | 2.5 | 3 | 6.0 | 4
39	O=C(c1ccc(F)cc1F)N1CCN(c2n[nH]c(=O)[nH]c2=O)CC1
  -2.3 | 0.0 | -0.5 | -6 | -1 | -0.8 | -0.9 | 1.6 | 0 | 2.9 | -2
40	CN1CCCN(c2ccc([N+](=O)[O-])cc2)CC1
  -0.9 | -0.4 | -0.2 | -2 | 3 | 0.9 | -0.8 | -1.1 | 7 | 2.6 | 2
41	CC(C)OC(=O)CCC(=O)Nc1ccc(F)cc1
  -1.2 | 0.3 | 0.9 | -5 | -3 | -3.1 | -0.8 | -0.7 | 2 | 0.8 | 4
42	CCOC(=O)c1cccc(NC(=O)/C=C/c2ccc3c(c2)OCO3)c1
  3.2 | 0.0 | -4.5 | -2 | -1 | -1.7 | -2.0 | -2.7 | -27 | 1.6 | -31
43	COc1ccc(-n2nc(C(=O)NCC(=O)NCc3ccc(F)cc3)c3ccccc3c2=O)cc1
  -2.6 | -0.5 | -0.2 | -6 | 1 | -0.1 | -1.0 | -2.8 | -2 | -1.5 | -70
44	CCOC(=O)[C@H]1[C@H]2COc3ccc(OC)cc3[C@@H]2N2C(=O)c3ccc(Cl)cc3NC(=O)[C@@]12C
  -4.0 | -0.2 | 0.3 | -4 | 1 | -1.1 | -1.1 | 1.3 | -1 | 2.8 | 5
45	COCCNC(=O)NC(=O)CN1CCCc2ccccc21
  3.1 | 0.3 | 1.1 | 2 | -2 | -1.7 | -0.2 | 3.8 | 1 | 0.9 | 0
46	CC(NC(=O)CCl)c1ccccc1Br (stereo not given)
  2.2 | -3.0 | -1.1 | -4 | -3 | 0.7 | -1.2 | -0.2 | 1 | -5.0 | 5
47	O=C(Nc1nccs1)C1CCCN(S(=O)(=O)c2cccc3cccnc23)C1 (stereo not given)
  1.5 | -1.5 | -2.8 | 3 | -1 | -1.5 | -0.9 | -2.3 | 4 | 0.8 | 2
48	COc1ccc(C2C(C(=O)Nc3cc(C)on3)c3ccccc3C(=O)N2C)cc1 (stereo not given)
  1.2 | -0.5 | 1.4 | 3 | -1 | 1.7 | -0.5 | -0.1 | -2 | -1.5 | -1
49	CCOC(=O)c1ncccc1NC(=O)CC(=O)Nc1cccnc1C(=O)OCC
  1.2 | -0.4 | / | 1 | -3 | 1.1 | -1.1 | -1.1 | -2 | 0.5 | -53
50	C=CCN1C(=O)[C@@H](CC(=O)NCCc2ccccc2OC)[C@]2(C(=O)OCC)CCCCC/C=C/12
  / | -1.4 | / | 3 | -4 | / | -0.6 | -0.8 | 3 | 1.0 | -1
51	Cc1c(C(=O)NCc2ccc(S(N)(=O)=O)cc2)oc2ccc(Cl)cc12
  0.5 | -0.9 | / | 2 | -2 | 1.0 | -1.6 | -0.9 | 3 | -9.8 | 3
